# SIRT5 block: SIRT5 desuccinylase inhibitors, primary screen, biochemical, fluorescence imaging, single point, set 5. actives 1.1% (n = 330,000). inhibition, % at 15 µM. NAD-dependent protein deacylase sirtuin-5, mitochondrial (Homo sapiens), Q9NXA8. Purified SirT5, succinyl-peptide AMC, trypsin-coupled fluorescence; in the data active = inhibition above about 15%
# Target sequence (Q9NXA8 whole entry, looked up): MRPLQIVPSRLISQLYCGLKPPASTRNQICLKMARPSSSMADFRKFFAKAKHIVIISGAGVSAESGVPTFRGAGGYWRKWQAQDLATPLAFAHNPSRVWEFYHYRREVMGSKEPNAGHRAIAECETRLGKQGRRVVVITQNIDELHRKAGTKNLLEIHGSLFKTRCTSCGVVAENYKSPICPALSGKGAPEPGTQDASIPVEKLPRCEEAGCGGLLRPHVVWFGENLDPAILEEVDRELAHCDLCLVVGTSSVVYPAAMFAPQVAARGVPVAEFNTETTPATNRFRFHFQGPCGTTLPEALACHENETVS
# Statin myotox sup: suppressors of statin myotoxicity in C2C12 myotubes, primary screen, cell-based, single point, plate reader; actives 0.78% (n = 330,000); rescue of ATP level, % at 7.49 µM; C2C12 myotubes + simvastatin, ATP luminescence, 48 h; scaled: DMSO 0, geranylgeraniol control 100;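 active = mean ATP rescue above about 67%, or every replicate alone reaching that limit, limit read from the data, passing the limit was not always enough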;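 also: myotubes were challenged with 10 µM simvastatin during compound exposure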
# LGR2 antag: inhibitors of bursicon-induced LGR2 CRE-luciferase signal, primary screen, cell-based, HEK293, CRE-luciferase reporter, bursicon stimulation | bursicon-stimulated, 4 h | Drosophila bursicon receptor LGR2 (rickets) | inhibition, % at 9.99 µM | actives 0.35% (n = 380,000);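 active = drop in luminescence signal, shown as inhibition above about 50% in the replicate tests, limit read from the data, passing the limit was not always enough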;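 also: agonist challenge used bursicon conditioned medium at about half maximal strength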
# FN deposition inh: inhibitors of fibronectin matrix deposition, primary screen, AH1F cells, Alexa488-fibronectin fluorescence, plate reader; AH1F fibroblasts, overnight; inhibition, % at 12.6 µM; actives 0.086% (n = 350,000); AID 743247, 2014;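 active = mean inhibition across replicates of 30% or more, regardless of how many single replicates reach that level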;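 also: positive control wells lacked labelled fibronectin entirely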
#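 Test system: AH1F fibroblast monolayer depositing Alexa488-labelled fibronectin into matrix. Input: 10000 cells per well. Technique: fluorescence, ex 485 nm, em 525 nm. Buffer or medium: DMEM plus 2% serum, read in PBS. Timing: 1 h cell adhesion before compound, then overnight fibronectin incubation. Compound: single dose, pinned. Read-out basis: inhibition from reduced deposited-fibronectin fluorescence.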
# Casp6 inh: human caspase-6 inhibitors, primary screen, biochemical, VEID-R110 fluorescence, single point, set 2 | P55212 | purified caspase-6, Z-VEID-R110 cleavage fluorescence | inhibition, % at 12.5 µM | actives 0.53% (n = 350,000);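 active = mean inhibition across replicates at least about 35%, with every replicate also reaching that limit, limit read from the data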;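 also: 0% = median of neutral control wells and 100% = no fluorescence left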
# Target sequence (P55212 24-179 limits assumed): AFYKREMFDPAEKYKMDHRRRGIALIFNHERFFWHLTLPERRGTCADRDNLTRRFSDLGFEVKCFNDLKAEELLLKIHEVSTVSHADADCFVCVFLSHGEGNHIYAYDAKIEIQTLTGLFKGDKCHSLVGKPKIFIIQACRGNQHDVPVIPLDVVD
# Target sequence (P55212 194-293 limits assumed): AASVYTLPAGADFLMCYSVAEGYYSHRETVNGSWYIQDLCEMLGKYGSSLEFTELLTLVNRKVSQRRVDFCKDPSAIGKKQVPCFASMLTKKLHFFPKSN
# esBAF inh: Bmi1 luciferase reporter increase in mESCs, primary screen, esBAF inhibitor project, mouse ES cells, Bmi1 luciferase knock-in, single point; actives 2% (n = 350,000); reporter increase, % at 12.5 µM; AID 602393, 2012; 24 h; 100% = twice the neutral-well signal; in the data active = activation above about 40%;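 also: 0% = median of the plate's neutral control wells and 100% = double that signal; a rise in the Bmi1 reporter signal indicates esBAF inhibition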
# S100A4 MyoIIA: inhibitors of S100A4-myosin IIA peptide binding, primary screen, biochemical, fluorescence polarization, TAMRA-MyoIIA peptide | actives 0.14% (n = 360,000) | inhibition, % at 10.7 µM | Protein S100-A4 (Homo sapiens), P26447;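 active = mean inhibition of at least 70% across replicates, with every replicate also reaching that level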
# Target sequence (P26447 whole entry, looked up): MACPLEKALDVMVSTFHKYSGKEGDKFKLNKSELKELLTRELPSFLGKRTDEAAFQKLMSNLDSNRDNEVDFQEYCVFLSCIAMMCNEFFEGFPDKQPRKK
#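 Material: S100A4 monomer protein / Buffer or medium: 50 mM HEPES pH 7.2, 10 mM CaCl2, 100 mM KCl / Times: 5 min incubation before reading / Benchmarks: neutral control DMSO, positive control TFP / Reagent: labelled myosin peptide probe, 5 nM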
# * marks the source's active call; other numbers are inactive results; . = no result given; & = joins results of further samples. Not all compounds are listed; rates above refer to the full screens.
SMILES,SIRT5 block,Statin myotox sup,LGR2 antag,FN deposition inh,Casp6 inh,esBAF inh,S100A4 MyoIIA
CN1C(=O)N[C@@H]2c3ccccc3O[C@@]1(C)[C@@H]2COC(=O)c1ccc([N+](=O)[O-])cc1,2,.,.,.,-3,.,-13
O=c1cc(-c2ccccc2)c2cc(Cl)ccc2[nH]1,-5,-16,-13,8,-3,-3,-4
O=C(NC[C@@H]1[C@@H](c2ccccc2)[C@@H](CO)N1C(=O)Cc1cccnc1)C1CCC1,.,-12,-26,.,.,0,.
CCc1nc2ccc(C(=O)Nc3cccc(OCC(=O)N(C)C)c3)cn2c1N(C=O)Cc1ccc(OC)cc1,.,-10,-31,-2,-5,1,-2
Cc1nnc(SCC2=C(C(=O)O)N3C(=O)C(NC(=O)COc4ccccc4)C3SC2)s1 (configuration not stated),2,-10,-12,-2,5,.,-8
CCCNC(=O)C[C@H]1CC[C@@H]2[C@H](COC[C@@H](O)CN2Cc2ccc(Cl)c(Cl)c2)O1,-2,28,-5,-1,-2,0,9
O=C(NCc1ccccc1F)C1CCCN1C(=O)Nc1cccc(F)c1 (configuration not stated),.,6,-8,10,0,-3,-6
c1ccc(-c2noc(CN3CCN(c4ccccc4)CC3)n2)cc1,.,20,1,-6,0,4,1
COc1ccc(CC(=O)NNS(=O)(=O)c2ccccc2[N+](=O)[O-])cc1OC,2,11,9,15,4,-2,-5
CC(C)C#Cc1cnc2c(c1)C(=O)N([C@@H](C)CO)C[C@@H](C)[C@H](CN(C)C(=O)c1cccnc1)O2,-1,9,4,-9,3,11,8
Cc1cc(=O)n2nc(N3CCCC3C(=O)NCc3ccccn3)sc2n1 (configuration not stated),.,-1,24,.,.,-5,.
Cc1ccc(S(=O)(=O)Nc2cccc3c2O[C@H](CN(C)S(=O)(=O)c2cn(C)cn2)[C@H](C)CN([C@H](C)CO)C3=O)cc1,.,-14,-2,.,.,0,.
COc1cccc(-n2nnnc2SCC(=O)N2CCCc3ccccc32)c1,.,5,10,.,.,-2,.
O=C1CCCC/C=C\C[C@H](CC(=O)N(CCO)Cc2ccccc2)C(=O)NC[C@H](c2ccccc2)O1,.,6,-8,13,2,-1,-1
CN(CC(O)CN1CCOCC1)S(=O)(=O)O (configuration not stated),-1&-4,.,-2&-16,6&-12,-5&-2,.,7&7
CCNC(=O)C[C@@H]1CC[C@H]2[C@@H](COC[C@@H](O)CN2C(=O)Nc2cccc(OC)c2)O1,.,-5,-10,-11,.,8,.
C[C@@H]1CCCCO[C@H](CN(C)C(=O)Nc2ccc(F)cc2)[C@@H](C)CN([C@@H](C)CO)C(=O)c2cc(NC(=O)Nc3ccc(C(F)(F)F)cc3)ccc2O1,0,.,12,.,-1,-11,-6
COc1cc(/C=N/NC(=O)c2ccc(N3CCCC3=O)cc2)ccc1O,3,.,-2,.,-2,.,-6
C[C@H](CO)N1C[C@H](C)[C@H](CN(C)Cc2ccccn2)Oc2cc(-c3ccncc3)ccc2S1(=O)=O,5,-13,4,.,3,1,18
CCC(=O)N(Cc1ccccc1)c1ccccn1,.,14,.,2,.,4,.
Cc1cccc(C(O)C(O)c2cccc(C)n2)n1 (configuration not stated),.,5,-7,.,-4,-1,-3
C[C@H](CO)N1C[C@H](C)[C@H](CN(C)C(=O)NC2CCCCC2)Oc2ccc(NC(=O)C3CC3)cc2C1=O,0,3,-12,.,0,-1,4
COCCN(C(=O)c1ccc(-c2ccc(Cl)cc2)o1)c1c(N)n(CC(C)C)c(=O)[nH]c1=O,0,-6,1,0,5,2,2
CCCC#Cc1cnc2c(c1)C(=O)N([C@@H](C)CO)C[C@H](C)[C@@H](CN(C)C)O2,6,9,8,-7,3,-4,13
CCC(c1nnnn1C(C)(C)C)N(Cc1ccco1)Cc1cc2cccc(C)c2[nH]c1=O (configuration not stated),.,-5,.,-2,.,2,.

# Shown with two lines to a compound: 12 of the compounds above.
# Each structure is followed by: SIRT5 block	Statin myotox sup	LGR2 antag	FN deposition inh	Casp6 inh	esBAF inh	S100A4 MyoIIA
CN1C(=O)N[C@@H]2c3ccccc3O[C@@]1(C)[C@@H]2COC(=O)c1ccc([N+](=O)[O-])cc1
  2	.	.	.	-3	.	-13
O=c1cc(-c2ccccc2)c2cc(Cl)ccc2[nH]1
  -5	-16	-13	8	-3	-3	-4
O=C(NC[C@@H]1[C@@H](c2ccccc2)[C@@H](CO)N1C(=O)Cc1cccnc1)C1CCC1
  .	-12	-26	.	.	0	.
CCc1nc2ccc(C(=O)Nc3cccc(OCC(=O)N(C)C)c3)cn2c1N(C=O)Cc1ccc(OC)cc1
  .	-10	-31	-2	-5	1	-2
Cc1nnc(SCC2=C(C(=O)O)N3C(=O)C(NC(=O)COc4ccccc4)C3SC2)s1 (configuration not stated)
  2	-10	-12	-2	5	.	-8
CCCNC(=O)C[C@H]1CC[C@@H]2[C@H](COC[C@@H](O)CN2Cc2ccc(Cl)c(Cl)c2)O1
  -2	28	-5	-1	-2	0	9
O=C(NCc1ccccc1F)C1CCCN1C(=O)Nc1cccc(F)c1 (configuration not stated)
  .	6	-8	10	0	-3	-6
c1ccc(-c2noc(CN3CCN(c4ccccc4)CC3)n2)cc1
  .	20	1	-6	0	4	1
COc1ccc(CC(=O)NNS(=O)(=O)c2ccccc2[N+](=O)[O-])cc1OC
  2	11	9	15	4	-2	-5
CC(C)C#Cc1cnc2c(c1)C(=O)N([C@@H](C)CO)C[C@@H](C)[C@H](CN(C)C(=O)c1cccnc1)O2
  -1	9	4	-9	3	11	8
Cc1cc(=O)n2nc(N3CCCC3C(=O)NCc3ccccn3)sc2n1 (configuration not stated)
  .	-1	24	.	.	-5	.
Cc1ccc(S(=O)(=O)Nc2cccc3c2O[C@H](CN(C)S(=O)(=O)c2cn(C)cn2)[C@H](C)CN([C@H](C)CO)C3=O)cc1
  .	-14	-2	.	.	0	.

# Arranged by the number under Casp6 inh (lowest first): 3 of the compounds above.
molecule | SIRT5 block | LGR2 antag | Casp6 inh | esBAF inh | S100A4 MyoIIA
CCc1nc2ccc(C(=O)Nc3cccc(OCC(=O)N(C)C)c3)cn2c1N(C=O)Cc1ccc(OC)cc1 | . | -31 | -5 | 1 | -2
CCCNC(=O)C[C@H]1CC[C@@H]2[C@H](COC[C@@H](O)CN2Cc2ccc(Cl)c(Cl)c2)O1 | -2 | -5 | -2 | 0 | 9
CC(C)C#Cc1cnc2c(c1)C(=O)N([C@@H](C)CO)C[C@@H](C)[C@H](CN(C)C(=O)c1cccnc1)O2 | -1 | 4 | 3 | 11 | 8

# Next part
SMILES,SIRT5 block,Statin myotox sup,LGR2 antag,FN deposition inh,Casp6 inh,esBAF inh,S100A4 MyoIIA
CCOc1ccc(OCc2cccc(C(=O)N3CCOCC3)c2)cc1,.,36,.,1,.,-71,.
O=C(CCN1C(=O)c2ccccc2C1=O)Nc1ccccn1,.,9,17,.,.,-3,.
Cc1ccc(S(=O)(=O)N2CCN=C2SCc2ccccc2)cc1,12,.,-7,2,1,.,3
O=C(NCCCO)c1ccc2nc(-c3ccco3)c(-c3ccco3)nc2c1,15*,-7,-23,-3,55*,4,-7
CCOc1cc(/C=C2\CCCc3c2nc2ccccc2c3C(=O)O)ccc1OC,-5,33,4,8,-50,9,80*
Cc1cnc([N+](=O)[O-])n1CCOC(=O)NC(=O)c1ccccc1Cl,0,9,17,.,3,-3,1
CC(C(=O)NC1CCCC1)N(C(=O)CS(=O)CC(=O)Nc1ccc(F)cc1)c1ccc2c(c1)OCCO2 (configuration not stated),-5,17,-2,.,2,6,-4
Cc1cc(Br)cn2c(CC(C)(C)C)c(-c3cccc(Cl)c3)nc12,-2,-9,-3,3,2,-14,20
Cc1nc2scc(C)n2c(=O)c1S(=O)(=O)NCC1CCN(Cc2ccc(F)cc2)CC1,-3,1,-14,2,-14,-9,-2
Cc1nnc(SCC(=O)NC2CCCCC2C)s1 (configuration not stated),2,-1,16,2,1,0,-2
O=C(NCc1ccccc1)C1=C[C@@H](c2ccccc2)C[C@@H](OCc2ccc(CO)cc2)O1,0&1,6,2,-17,-1&7,14,1&8
CCC(C(=O)NCCc1ccco1)n1nc(C)c2c(C)n(-c3ccccc3)nc2c1=O (configuration not stated),0,-7,10,2,8,1,-1
CCN(CC)C(=O)CSc1nc2cc3c(cc2c(=O)n1CCCCCC(=O)NCc1ccc(OC)cc1)OCO3,-2,.,4,-2,1,.,38
COc1ccc(Cc2noc(COc3ccc(Cl)cc3)n2)cc1,.,11,-3,.,.,-6,.
CCC(=O)N[C@H]1CC[C@@H](CC(=O)NCC2CCCCC2)O[C@H]1CO,0,-11,11,.,1,-5,-6
Cc1cccn2c(=S)[nH]nc12,.,-1,2,-7,-1,4,-3
C[C@@H]1CCCCO[C@@H](CN(C)C(=O)Nc2ccccc2)[C@@H](C)CN([C@H](C)CO)C(=O)c2cc(NC(=O)CCCN(C)C)ccc2O1,-3,.,16,2,1,6,3
O=C(CCN1C(=O)C2CCCCC2C1=O)N1CCN(S(=O)(=O)c2cccc(F)c2)CC1 (configuration not stated),-2,-6,3,.,-3,3,2
COc1ccc(S(=O)(=O)N[C@H]2CC[C@@H](CCNC(=O)CN3CCOCC3)O[C@H]2CO)cc1,2,2,4,-4,-7,1,5
CCc1ccccc1NC(=O)c1nnn(CC(=O)Nc2cccc(C)c2)c1N,-9,.,.,-4,-6,-10,-2
COc1cccc(OC)c1OCc1cc(C2C3CCCC=C3C(C#N)=C(N)C2(C#N)C#N)c(C)cc1C (configuration not stated),.,-2,.,-1,.,0,.
O=C(Nc1ccc2c(c1)OCCO2)C1c2ccccc2OCC(=O)N1Cc1ccccn1 (configuration not stated),1,.,-15,-1,1,.,-1
O=C(COc1ccc(S(=O)(=O)NCc2ccccc2)cc1Cl)N1CCOCC1,.,-1,-15,10,.,1,.
COc1ccc(-c2noc(C3CCCN(S(=O)(=O)c4cccc(Cl)c4)C3)n2)cc1OC (configuration not stated),-5,.,-2,.,-3,.,-2
Cc1ccc2c(c1)C(C)(C)[C@]1(C)NC(=O)CCN21,.,6,.,-9,.,-2,63
SMILES,SIRT5 block,Statin myotox sup,LGR2 antag,FN deposition inh,Casp6 inh,esBAF inh,S100A4 MyoIIA
CCCN(C)C[C@H]1Oc2cc(C#Cc3ccc(OC)cc3)ccc2S(=O)(=O)N([C@@H](C)CO)C[C@H]1C,3,23,20,.,1,-12,-13
O=C1CC(N2CCN(Cc3ccc4c(c3)OCO4)CC2)C(=O)N1c1cccc2ccccc12 (configuration not stated),-4,0,12,.,-1,-5,-14
CNC(=O)CSc1nnc(NC(=O)C2CC(=O)N(c3ccccc3OC)C2)s1 (configuration not stated),-2,-1,11,-2,5,-7,-4
Fc1cccc(CN2C[C@@H]3N[C@H](C2)C3c2ccc(-c3ccccc3)cc2)c1 (some centres not stated),2&7,.,-30,-9,1&1,.,-32&-18
O=S(=O)(c1cccc(NC(=S)N2CCN(c3ccccc3)CC2)c1)C(F)F,.,1,1,1,.,-4,.
COc1cc(C(=O)OCC(C)=O)cc(NC(=O)c2ccco2)c1OC,.,-1,-7,-10,4,-7,5
O=C(CCC(=O)N1CCCC1)N1CCCC1,-1,.,2,-9,0,.,-2
CC1=CCn2c(=O)c3ccccc3c(=O)n2C1,4,125*,-22,10,-2,-7,-5
Cc1ccc(-c2cnc3c(c2)C(=O)N([C@H](C)CO)C[C@H](C)[C@H](CN(C)Cc2ccccc2C(=O)O)O3)cc1,0,5,5,.,-3,4,6
O=C(Nc1cccc(C(F)(F)F)c1)c1ccccc1NC(=O)C1CCCCC1,-10,.,-1,.,-1,.,-14
CCOC(=O)C(=O)Nc1sc(C(=O)N(CC)CC)c(C)c1C#N,2,.,4,2,1,.,-6

# Screening data (PubChem BioAssay)
